AHR activator – human AHR activation. AID 2796. P35869. activation, % at 5 µM. AHR-responsive luciferase reporter cells, luminescence. hit rate 2.5% among 320,000; in the data active means activation above about 47%;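 further: 0% = vehicle wells and 100% = reference agonist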
PME-1 primary – PME-1 (human) inhibition. hit rate 0.53% among 320,000. inhibition, % at 5.9 µM. Q9Y570. recombinant PME-1, FP-Rh probe fluorescence polarization. AID 2130;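 active means inhibition above the campaign mean of all compounds plus 3 SD, cut at about 26% in these data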;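 further: competitive labeling of PME-1 active site by serine hydrolase directed probe; 0% = PME-1 with DMSO and 100% = wells lacking PME-1 enzyme; inhibitors block probe labeling so polarization falls and inhibition rises; many of its hits are not listed in these tables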
MEX-5 binding – C. elegans MEX-5 TCR-2 RNA binding activity. hit rate 0.38% among 300,000. MEX-5/FITC-TCR2 RNA binding, fluorescence polarization; stronger effect = lower value. AID 1832. activity score (negative = inhibition of binding), % at 10 µM;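 active means inhibition past about -25% in most replicates, and total fluorescence under double the plate's negative control median, limit read from the data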;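 further: 0% = DMSO and -100% = 5 µM competing unlabeled TCR2 RNA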
Bcl-xL primary – blocks human Bcl-xL binding to Bim BH3 peptide. Q07817. GST-Bcl-xL / FITC-Bim BH3 peptide fluorescence polarization. inhibition, % at 10.9 µM. hit rate 0.7% among 320,000. AID 2129;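 active means inhibition above the mean of all tested compounds plus 3 SD, cutoff set per campaign, cut at about 30% in these data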;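 further: 0% = DMSO wells and 100% = unlabeled Bim-BH3 peptide competitor; inhibitors lower millipolarization by displacing the labeled peptide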
Target sequence (Q07817 whole entry, looked up): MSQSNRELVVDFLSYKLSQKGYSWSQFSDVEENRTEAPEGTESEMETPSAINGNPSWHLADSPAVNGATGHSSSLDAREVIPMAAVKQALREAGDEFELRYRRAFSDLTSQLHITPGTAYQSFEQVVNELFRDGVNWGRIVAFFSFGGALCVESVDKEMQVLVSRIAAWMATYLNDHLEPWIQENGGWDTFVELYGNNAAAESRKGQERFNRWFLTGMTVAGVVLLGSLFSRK
PAFAH1B2 FP inh – inhibitors of human PAFAH1B2; inhibition, % at 3.39 µM; hit rate 1.2% among 340,000; recombinant PAFAH1B2, FP-rhodamine activity probe, fluorescence polarization;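 active means inhibition above the mean of all tested compounds plus 3 SD, cut at about 24% in these data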;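 further: 0% = enzyme with DMSO and 100% = wells lacking PAFAH1B2; many of its hits are not listed in these tables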
Target sequence (P68402 whole entry, looked up): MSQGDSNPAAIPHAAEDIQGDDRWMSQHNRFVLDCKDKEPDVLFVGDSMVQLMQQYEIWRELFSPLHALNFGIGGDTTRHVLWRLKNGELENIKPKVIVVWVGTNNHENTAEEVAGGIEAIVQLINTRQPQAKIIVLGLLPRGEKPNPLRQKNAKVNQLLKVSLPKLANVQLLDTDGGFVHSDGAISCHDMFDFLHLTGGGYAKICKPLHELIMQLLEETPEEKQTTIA
MCL1-BIM inh – inhibitors of human MCL1 binding to BIM-BH3 peptide. hit rate 0.68% among 320,000. AID 2057. GST-MCL1 / FITC-Bim-BH3 fluorescence polarization. inhibition, % at 10.9 µM;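 active means inhibition above the mean inhibition of all tested compounds plus 3 SD, set per campaign, cut at about 40% in these data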;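 further: 0% = DMSO wells and 100% = unlabeled Bim-BH3 peptide control; higher means more loss of mP so more displacement of Bim peptide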
GLD-1 RNA inh – GLD-1-TGE RNA interaction inhibition (C. elegans); purified GLD-1 + fluorescein TGE RNA, fluorescence polarization; inhibition, % at 5.96 µM; hit rate 0.44% among 320,000;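 active means percent inhibition above a per-plate cutoff, the plate mean of test compounds plus 3 SD, cut at about 30% in these data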;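 further: 0% = DMSO wells with GLD-1 and probe and 100% = wells lacking GLD-1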
Target sequence (Q17339 whole entry, looked up): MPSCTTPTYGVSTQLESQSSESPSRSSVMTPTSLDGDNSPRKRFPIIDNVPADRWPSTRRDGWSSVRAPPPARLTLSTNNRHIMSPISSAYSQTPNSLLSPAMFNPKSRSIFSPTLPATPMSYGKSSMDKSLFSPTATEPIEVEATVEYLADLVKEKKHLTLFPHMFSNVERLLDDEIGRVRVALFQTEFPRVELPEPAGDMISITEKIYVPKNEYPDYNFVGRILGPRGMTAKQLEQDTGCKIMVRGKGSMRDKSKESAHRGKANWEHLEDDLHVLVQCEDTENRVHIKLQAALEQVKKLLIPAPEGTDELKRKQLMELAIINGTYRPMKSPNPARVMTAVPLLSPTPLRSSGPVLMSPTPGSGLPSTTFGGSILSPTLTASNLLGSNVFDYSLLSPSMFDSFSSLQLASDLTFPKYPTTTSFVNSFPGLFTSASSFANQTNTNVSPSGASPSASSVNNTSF
pPAFAH FP inh – inhibitors of human plasma PAF acetylhydrolase (pPAFAH). hit rate 1.5% among 330,000. AID 463082. recombinant pPAFAH, FP-rhodamine probe fluorescence polarization. inhibition, % at 3.39 µM;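 active means inhibition above the mean inhibition across the screen plus 3 SD, cut at about 25% in these data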;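 further: inhibitors block binding of the rhodamine activity-based probe so polarization drops; 0% = enzyme with DMSO and 100% = wells lacking pPAFAH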
Fam108B inh – blocks mouse Fam108B hydrolase in RBBP9 counter-screen | hit rate 0.33% among 300,000 | recombinant Fam108B, FP-Rh probe fluorescence polarization | inhibition, % at 9.51 µM;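 active means inhibition above the screen mean inhibition plus 3 SD, computed separately per campaign, cut at about 18% in these data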;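 further: inhibitors lower polarization as less probe binds the enzyme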
An asterisk follows results filed as active. This is a subset (hit frequency here may not be typical).

Screening COc1cccc(NC(=O)CCS(=O)(=O)c2ccc(Br)cc2)c1 returned AHR activator 0, PME-1 primary 13, MEX-5 binding 0.3, Bcl-xL primary 0, PAFAH1B2 FP inh 9, MCL1-BIM inh 0, GLD-1 RNA inh 7, pPAFAH FP inh -2 and Fam108B inh 0.
`CCN(C(=O)CSc1ncnc2sccc12)c1c(N)n(Cc2ccccc2)c(=O)[nH]c1=O` gave AHR activator 11, PME-1 primary -8, Bcl-xL primary -6, PAFAH1B2 FP inh 2, MCL1-BIM inh 1, GLD-1 RNA inh 1 and pPAFAH FP inh 0.
For CCC(Oc1ccccc1)C(=O)NC1CCSC1=O (configuration not stated) the results were AHR activator 1, PME-1 primary -9, MEX-5 binding 0.7, Bcl-xL primary 3, PAFAH1B2 FP inh 2, MCL1-BIM inh -3, GLD-1 RNA inh 11, pPAFAH FP inh 2 and Fam108B inh -4.
For O=C(/C=C/c1ccc(OC(F)F)cc1)OCC(=O)N1CCc2ccccc21 the results were AHR activator 3, PME-1 primary 1, MEX-5 binding -1.2, Bcl-xL primary -12, PAFAH1B2 FP inh 1, MCL1-BIM inh -21, GLD-1 RNA inh 0, pPAFAH FP inh 1 and Fam108B inh 0.
For O=C(CN1CCC(NC(=O)c2cccc(F)c2)CC1)NCc1ccccc1F the results were AHR activator -5, PME-1 primary 5, MEX-5 binding -0.4, Bcl-xL primary 3, PAFAH1B2 FP inh 0, MCL1-BIM inh 8, GLD-1 RNA inh 5, pPAFAH FP inh 2 and Fam108B inh 2.
`CCOc1cc(/C=N/NC(=O)COc2ccc(C)cc2)ccc1OC(=O)c1cccs1` gave AHR activator 2, PME-1 primary -42, MEX-5 binding 0.7, Bcl-xL primary 1, PAFAH1B2 FP inh -11, MCL1-BIM inh -2, GLD-1 RNA inh 0, pPAFAH FP inh -12 and Fam108B inh -27.
For Cc1ccccc1Cn1nc(C)c(NC(=O)/C=C/c2cnn(C)c2C)c1C the results were AHR activator -2, PME-1 primary 0, MEX-5 binding -1.3, Bcl-xL primary 4, PAFAH1B2 FP inh -6, MCL1-BIM inh 4, GLD-1 RNA inh -2, pPAFAH FP inh 3 and Fam108B inh -9.
Cn1c(CN2CCCC(C(=O)c3ccc4c(c3)OCO4)C2)nc2ccccc21 (configuration not stated) was read as AHR activator 3, PME-1 primary 11, MEX-5 binding 0.6, Bcl-xL primary 2, PAFAH1B2 FP inh 7, MCL1-BIM inh 19, GLD-1 RNA inh -1, pPAFAH FP inh 3 and Fam108B inh 1.
Cc1c(C(N)=O)c(N)c(C(=O)c2ccccc2)n1-c1ccccc1 was read as AHR activator 1, PME-1 primary 4, MEX-5 binding 3.5, Bcl-xL primary 8, PAFAH1B2 FP inh 5, MCL1-BIM inh 6, GLD-1 RNA inh 2, pPAFAH FP inh -3 and Fam108B inh -1.
For CC1(c2cccs2)CC(c2cccs2)=C(C#N)C(=O)N1 (configuration not stated) the results were AHR activator 1, PME-1 primary 9, MEX-5 binding 0.1, Bcl-xL primary 7, PAFAH1B2 FP inh 3, MCL1-BIM inh -1, GLD-1 RNA inh 0, pPAFAH FP inh -4 and Fam108B inh -4.
`CN(c1ccc(C(=O)Nc2ccc(S(=O)(=O)N3CCCC3)cc2)cc1)S(C)(=O)=O` gave AHR activator 1, PME-1 primary 3, MEX-5 binding -2.5, Bcl-xL primary 2, MCL1-BIM inh 0, GLD-1 RNA inh -3, pPAFAH FP inh 3 and Fam108B inh -5.
Screening CCC(C)C(NC(=O)C1CCC(C)CC1)C(=O)Nc1cc(OC)ccc1OC (configuration not stated) returned AHR activator 3, PME-1 primary -3, MEX-5 binding 0.4, Bcl-xL primary 4, PAFAH1B2 FP inh 2, MCL1-BIM inh -2, GLD-1 RNA inh 7, pPAFAH FP inh 1 and Fam108B inh -1.
For COc1ccc(/C=C(/NC(=O)c2ccccc2)C(=O)NCc2ccncc2)cc1 the results were AHR activator 12, PME-1 primary 3, MEX-5 binding 0.3, Bcl-xL primary 3, PAFAH1B2 FP inh 4, MCL1-BIM inh 1, GLD-1 RNA inh -5, pPAFAH FP inh -5 and Fam108B inh -3.
`CCCCNC(=S)N(C)/N=C/c1ccccc1F` gave AHR activator 2, PME-1 primary 7, MEX-5 binding -2.8, Bcl-xL primary -1, PAFAH1B2 FP inh 6, MCL1-BIM inh 5, GLD-1 RNA inh 3, pPAFAH FP inh 4 and Fam108B inh -3.
CC1Cc2ccccc2N1C(=O)COC(=O)c1ccccc1NCCO (configuration not stated) was read as AHR activator 5, PME-1 primary 3, MEX-5 binding -0.7, Bcl-xL primary 1, PAFAH1B2 FP inh 2, MCL1-BIM inh 1, GLD-1 RNA inh 1, pPAFAH FP inh -5 and Fam108B inh -2.
Screening C/C(=N\NC(=O)CSc1nnc(C)s1)c1ccc(O)cc1 returned AHR activator 8, PME-1 primary -3, MEX-5 binding 0.4, Bcl-xL primary 3, PAFAH1B2 FP inh 0, MCL1-BIM inh 7, GLD-1 RNA inh 0, pPAFAH FP inh 3 and Fam108B inh 1.
Screening CCOCCCNC(=O)C1(O)c2ccccc2NC(=O)N1c1ccc(Cl)cc1 (configuration not stated) returned AHR activator 1, PME-1 primary -12, MEX-5 binding 0.1, Bcl-xL primary 5, PAFAH1B2 FP inh 4, MCL1-BIM inh 2, GLD-1 RNA inh 1, pPAFAH FP inh -9 and Fam108B inh -3.
For Cc1cc(OCC(=O)NCc2cccnc2)c2c(C)c(Cc3ccccc3)c(=O)oc2c1 the results were AHR activator 16, PME-1 primary 22, MEX-5 binding 2.6, Bcl-xL primary 9, PAFAH1B2 FP inh 7, MCL1-BIM inh 8, GLD-1 RNA inh -10, pPAFAH FP inh 8 and Fam108B inh -1.
For COc1ccccc1NC(=O)Nc1cc(NC(=O)Nc2ccccc2OC)c(C)nc1C the results were AHR activator 49*, PME-1 primary -17, MEX-5 binding -2.8, Bcl-xL primary 6, PAFAH1B2 FP inh -12, MCL1-BIM inh 9, GLD-1 RNA inh 5, pPAFAH FP inh 5 and Fam108B inh -12.
Cc1cccc(OCCSCc2nc3ccccc3[nH]2)c1 was read as AHR activator 6, PME-1 primary 1, MEX-5 binding 2.2, Bcl-xL primary 2, PAFAH1B2 FP inh 0, MCL1-BIM inh 3, GLD-1 RNA inh 0, pPAFAH FP inh -1 and Fam108B inh 0.
O=C(COCc1nc2ccccc2c(=O)[nH]1)NCC1CCCCC1 was read as AHR activator 13, PME-1 primary 1, MEX-5 binding -1.7, Bcl-xL primary 3, PAFAH1B2 FP inh 3, MCL1-BIM inh 6, GLD-1 RNA inh -2, pPAFAH FP inh -10 and Fam108B inh -7.
Cc1cc(C(=O)CN2C(=O)C(=O)N(CC(C)C)C2=O)c(C)n1-c1ccccc1F was read as AHR activator 0, PME-1 primary 9, MEX-5 binding 0.4, Bcl-xL primary -2, PAFAH1B2 FP inh 2, MCL1-BIM inh 2, GLD-1 RNA inh 3, pPAFAH FP inh 6 and Fam108B inh 6.
For COc1ccc(S(=O)(=O)N2CCN(CC(=O)NC3CCCC3)CC2)cc1 the results were AHR activator -2, PME-1 primary -3, MEX-5 binding -3.9, Bcl-xL primary 3, PAFAH1B2 FP inh 2, MCL1-BIM inh 3, GLD-1 RNA inh 15, pPAFAH FP inh -4 and Fam108B inh -3.
For O=C(CCCC(=O)N(CC(=O)NC1CCCCC1)c1ccccc1F)Nc1ccccn1 the results were AHR activator -1, PME-1 primary -6, MEX-5 binding -5.0, Bcl-xL primary 4, PAFAH1B2 FP inh 2, MCL1-BIM inh 3, GLD-1 RNA inh 2, pPAFAH FP inh -3 and Fam108B inh -1.
For COc1ccc(Cl)cc1NC(=O)CCCN1C(=O)CCC1=O the results were AHR activator 7, PME-1 primary -8, MEX-5 binding 0.2, Bcl-xL primary -2, PAFAH1B2 FP inh 2, MCL1-BIM inh 6, GLD-1 RNA inh 1, pPAFAH FP inh -2 and Fam108B inh 1.
For CCOC(=O)c1ccc(NC(=S)N(CCCN2CCCC2)Cc2cccs2)cc1 the results were AHR activator 0, PME-1 primary -5, MEX-5 binding -1.9, Bcl-xL primary 5, PAFAH1B2 FP inh -1, MCL1-BIM inh 5, GLD-1 RNA inh 7, pPAFAH FP inh 2 and Fam108B inh -2.
`C=C(C)C(O)CC/C(C)=C/Cc1c(O)ccc(C(=O)/C=C/c2ccc(O)cc2)c1O` (configuration not stated) gave AHR activator -1, PAFAH1B2 FP inh -3, GLD-1 RNA inh -5 and pPAFAH FP inh 7.
For COc1ccc(CCN2CCCC(CN(C)Cc3cc(OC)ccc3OC)C2)cc1 (configuration not stated) the results were AHR activator -2, PME-1 primary -6, MEX-5 binding 0.5, Bcl-xL primary -2, PAFAH1B2 FP inh 4, MCL1-BIM inh 5, GLD-1 RNA inh 5, pPAFAH FP inh -6 and Fam108B inh 3.
CCOC(=O)C1(Cc2ccccc2)CCCN(C(=O)c2cnn(CC)c2)C1 (configuration not stated) was read as AHR activator 6, PME-1 primary -1, MEX-5 binding 0.6, Bcl-xL primary 3, PAFAH1B2 FP inh 7, MCL1-BIM inh -2, GLD-1 RNA inh 6, pPAFAH FP inh 2 and Fam108B inh 6.
For Cc1ccc(C(=O)N/C(=C/c2ccc(F)cc2)C(=O)NCc2ccncc2)cc1 the results were AHR activator 5, PME-1 primary -5, MEX-5 binding -3.5, Bcl-xL primary 3, PAFAH1B2 FP inh 0, MCL1-BIM inh 8, GLD-1 RNA inh 1, pPAFAH FP inh -1 and Fam108B inh 2.
`O=C(OCC(=O)N1CCCCC1)c1c[nH]c(=O)[nH]c1=O` gave AHR activator 4, PME-1 primary -6, MEX-5 binding -2.0, Bcl-xL primary -1, PAFAH1B2 FP inh 7, MCL1-BIM inh 5, GLD-1 RNA inh -4, pPAFAH FP inh -3 and Fam108B inh 1.
CCOC(=O)Cc1nnc(Nc2ccc(C)cc2C)c2ccccc12 was read as AHR activator 0, PME-1 primary -5, MEX-5 binding -1.9, Bcl-xL primary 3, PAFAH1B2 FP inh 1, MCL1-BIM inh -3, GLD-1 RNA inh 8, pPAFAH FP inh 7 and Fam108B inh -2.
Screening CC(C)C12CN3CC(C(C)C)(CN(C1)C3c1ccccc1)C2O (configuration not stated) returned AHR activator -3, PME-1 primary 3, MEX-5 binding -1.1, Bcl-xL primary 4, PAFAH1B2 FP inh -3, MCL1-BIM inh 6, GLD-1 RNA inh -4, pPAFAH FP inh 4 and Fam108B inh 5.
O=C(O)C(=O)/C(=C\c1ccccc1)c1ccc2ccccc2n1 was read as AHR activator 48*, PME-1 primary 0, MEX-5 binding -6.0, Bcl-xL primary -9, PAFAH1B2 FP inh -2, MCL1-BIM inh -15, GLD-1 RNA inh 6, pPAFAH FP inh 3 and Fam108B inh 3.
Screening CCN1CCN(c2ccc(S(=O)(=O)N3CCCCC3)cc2NC(=O)COc2ccc(Cl)cc2)CC1 returned AHR activator 1, PME-1 primary 5, MEX-5 binding -0.1, Bcl-xL primary -8, PAFAH1B2 FP inh 7, MCL1-BIM inh -21, GLD-1 RNA inh 0, pPAFAH FP inh 5 and Fam108B inh -2.
For COc1cccc(CNCc2ccc(C(=O)O)cc2)c1OC the results were AHR activator -4, PME-1 primary 1, MEX-5 binding 1.4, Bcl-xL primary 0, PAFAH1B2 FP inh 1, MCL1-BIM inh -2, GLD-1 RNA inh 7, pPAFAH FP inh -1 and Fam108B inh -2.
